# Gal4-VP16 FLuc = counter-screen for ROR gamma inhibitors: Gal4-VP16 reporter; Potency, µM (titrated, usually from 53.6 µM), for inactives: at the highest dose activity, negative = inhibition, usual class: inhibitors; Drosophila S2 Gal4-VP16 UAS-luciferase, luminescence, 20 h; actives 3.5% (n = 310,000);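 note: Gal4-VP16 expression switched on by copper sulfate through the metallothionein promoter; potency is the fitted concentration of half-maximal effect; % is set by controls: 0 for no effect and ±100 for the full control effect; nearly all actives have a fitted effect of over 50% in size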
# Giardia kill = kills Giardia lamblia; Giardia lamblia trophozoite viability; activity change, % at 7.66 µM, hits read low; actives 0.15% (n = 340,000); in the data active = activity change below about -80%; inconclusive = between about -30% and that limit;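 note: parasites exposed to compound for two days anaerobically before the ATP read; % is set by controls: 0 for no effect and ±100 for the full control effect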
#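 Giardia lamblia trophozoites (100 cells/well) were incubated with compounds for 48 h at 37 deg C under anaerobic conditions. Viability was read as ATP content by one-step luminescence after 15-30 min at room temperature.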
# NPC1 promoter act = NPC1 promoter activation; Huh7 NPC1 promoter luciferase reporter, 24 h; Potency, µM (doses to about 9.22 µM), without a hit: at the highest dose activation, most hits filed as activators; actives 2.4% (n = 320,000); AID 485313;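 note: potency is the fitted concentration of half-maximal effect; % of control where 0% means no effect; nearly all actives have a fitted effect of over 60% in size; reporter is driven by a mutant NPC1 promoter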
#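 Luminescence read-out of NPC1 promoter-driven luciferase in stably transfected Huh7 cells; compounds delivered in DMSO and left 24 h at 37C, 5% CO2, qHTS titration format.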
# RORg inh = ROR gamma (mouse) transcription inhibition. actives 5.4% (n = 310,000). Drosophila S2 Gal4-RORgamma UAS-luciferase reporter, 20 h. P51450. AID 2551. Potency, µM (highest dose often 53.6 µM), for the others: top-dose activity change, negative = inhibition, most hits filed as inhibitors; note: potency is the fitted concentration of half-maximal effect; % is set by controls: 0 for no effect and ±100 for the full control effect; nearly all actives have a fitted effect of over 60% in size
#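 Schneider cells (Drosophila), stable Gal4 DBD–ROR gamma + UAS-luc; 1 hr cmpd preincubation; Cu2+ induction 700 uM final; 20 hr ambient; luminescence.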
# uPA surface inh = inhibitors of cell surface uPA generation. cell surface uPA generation assay, qHTS. actives 0.31% (n = 330,000). Potency, µM (titrated, usually from 38.3 µM), for inactives: top-dose activity change, negative = inhibition, usual class: inhibitors. AID 540303; active = well fitted inhibition curve with a large enough effect; inconclusive = small, poorly fitted or top-dose-only effect; inactive = no such curve, though single readings can be large or run the other way; tested in mouse RAW 264.7 cells; note: potency is the fitted concentration of half-maximal effect; % is set by controls: 0 for no effect and ±100 for the full control effect; nearly all actives have a fitted effect of over 55% in size
# Rab9 prom act = activates the Rab9 promoter; Huh7 Rab9 promoter-luciferase reporter, luminescence, 24 h; Potency, µM (highest dose often 9.22 µM), for inactives: at the top dose activation, negative = inhibition, actives largely listed as activators; actives 2.8% (n = 320,000); note: potency is the fitted concentration of half-maximal effect; % of control where 0% means no effect; nearly all actives have a fitted effect of over 60% in size
#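 Luminescence from Amplite-detected luciferase (10 minutes, ambient) reports Rab9 promoter activation. Before that, stable Rab9-luciferase Huh7 cells (1500/well, reduced-serum OP-MEM I plus 10% FBS) were exposed to compound for 24 hours at 37C.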
# ELG1 genotox = genotoxicity induction in ELG1-luciferase HEK293T cells. actives 1.3% (n = 330,000). AID 504466. Potency, µM (doses to about 46 µM), inactives show at the highest dose activity change, positive = activation, hits mostly activators. HEK293T ELG1-luciferase reporter, luminescence, 16 h; note: potency is the fitted concentration of half-maximal effect; % of control where 0% means no effect; nearly all actives have a fitted effect of over 60% in size
#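 ELG1-luciferase HEK293T cells, 2,000/well; compound pinned in; 16 hr, 37 °C, 5% CO2; ONE-Glo, 30 min RT; luminescence on CCD imager.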
# FBPA coupling cs = counter-screen for Giardia aldolase inhibitors: coupling enzyme system; coupling enzyme system counterscreen, AmpLite Red fluorescence; activity change, negative = inhibition, % at 58.2 µM, hits read low; actives 0.67% (n = 290,000); AID 2472; in the data active = activity change below about -30%; note: % is set by controls: 0 for no effect and ±100 for the full control effect
#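 Compounds tested against the coupling enzymes alone at 57.5 uM final; readout was AmpLite Red fluorescence (525/598 nm) after 20 min at RT.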
# FLuc modulator = firefly luciferase modulation, counter-screen for miR-21 project | P08659 | purified FLuc, Km substrates, luminescence inhibition | AID 588342 | Potency, µM (series often up to 57.5 µM), inactives show top-dose activity change, negative = inhibition, most hits filed as inhibitors | actives 6.9% (n = 360,000);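 note: potency is the fitted concentration of half-maximal effect; plate controls were vehicle for no effect and reference inhibitor for full effect; nearly all actives have a fitted effect of over 55% in size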
# Target sequence (P08659 whole entry, looked up): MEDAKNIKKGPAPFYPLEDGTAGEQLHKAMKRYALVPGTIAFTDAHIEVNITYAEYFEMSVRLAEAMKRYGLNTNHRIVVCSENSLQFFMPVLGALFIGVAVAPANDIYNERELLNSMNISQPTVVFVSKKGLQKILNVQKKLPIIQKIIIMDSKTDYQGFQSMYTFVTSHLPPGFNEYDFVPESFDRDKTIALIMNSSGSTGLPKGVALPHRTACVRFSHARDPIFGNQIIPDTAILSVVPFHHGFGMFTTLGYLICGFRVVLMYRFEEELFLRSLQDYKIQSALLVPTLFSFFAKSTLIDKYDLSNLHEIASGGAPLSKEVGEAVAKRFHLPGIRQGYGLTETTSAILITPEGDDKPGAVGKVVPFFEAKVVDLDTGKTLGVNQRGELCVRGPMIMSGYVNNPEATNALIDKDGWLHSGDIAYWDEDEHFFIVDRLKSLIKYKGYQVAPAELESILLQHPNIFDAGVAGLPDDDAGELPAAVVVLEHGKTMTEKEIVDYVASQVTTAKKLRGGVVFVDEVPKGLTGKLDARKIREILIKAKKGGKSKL
#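 Purified P. pyralis luciferase (10nM final) with 10uM D-luciferin and 10uM ATP (Km levels) in 50mM Tris acetate pH 7.5, 10mM Mg acetate, 0.01% Tween-20, 0.05% BSA; qHTS 6-point titration, ~60 µM downward; luminescence read.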
# Tb PFK block = inhibitors of T. brucei phosphofructokinase; T. brucei PFK, ADP-Glo luminescence; Potency, µM (series often up to 57.5 µM), inactives show top-dose activity, negative = inhibition, actives largely listed as inhibitors; actives 0.17% (n = 330,000);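 note: potency is the fitted concentration of half-maximal effect; 0% = uninhibited 1x PFK enzyme wells and -100% = no-enzyme wells; nearly all actives have a fitted effect of over 60% in size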
# Target sequence (O15648 whole entry, looked up): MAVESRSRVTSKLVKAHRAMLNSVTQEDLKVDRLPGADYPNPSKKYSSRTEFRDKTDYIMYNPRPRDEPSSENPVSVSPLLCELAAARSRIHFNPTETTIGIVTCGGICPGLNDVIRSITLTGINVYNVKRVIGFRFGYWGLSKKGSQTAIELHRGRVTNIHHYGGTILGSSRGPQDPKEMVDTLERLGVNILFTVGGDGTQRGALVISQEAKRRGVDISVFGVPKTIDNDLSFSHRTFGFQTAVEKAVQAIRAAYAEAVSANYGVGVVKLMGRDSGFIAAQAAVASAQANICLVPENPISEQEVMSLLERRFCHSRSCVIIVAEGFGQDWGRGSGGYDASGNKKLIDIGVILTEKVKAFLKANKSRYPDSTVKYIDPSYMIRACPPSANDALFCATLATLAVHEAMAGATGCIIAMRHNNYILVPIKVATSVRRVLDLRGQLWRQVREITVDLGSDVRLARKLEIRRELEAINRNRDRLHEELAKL
#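 In TEA buffer at pH 8.0 with 5 mM MgCl2, enzyme (1.25 nM) converted F6P (0.5 mM) and ATP (0.1 mM) for 45 min at room temperature. ADP product was read by luciferase luminescence.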
# KCNH2 3.1 inh = inhibitors of human KCNH2 3.1 potassium channel isoform. actives 0.95% (n = 340,000). activity change, % (tested at about 1.8 µM). U2OS KCNH2 3.1, thallium flux FluxOr; stronger effect = lower value;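 active = maximum activity change below -70%; inconclusive = maximum activity change from -70% to -50%; inactive = maximum activity change above -50%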;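 note: thallium influx rate constant from kinetic fluorescence after stimulation buffer; % is set by controls: 0 for no effect and ±100 for the full control effect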
#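 Thallium flux read-out: FluxOr dye with Red40 quencher in HBSS/HEPES, 45 min at RT. Rate constants from kinetic reads were normalized to positive and negative DMSO controls. Cells: U2OS virally expressing the 3.1 isoform.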
# * hit, by the source's call; u = inconclusive; x = no result given; [ ] = another dose, or the depositor's remark. Unless noted, calls come from the whole dose curve; as a rule, active = well fitted curve in the direction sought with a large enough effect; inconclusive = small, poorly fitted or top-dose-only effect, or another doubt; inactive = no such curve, though single readings can be large; an effect the other way counts as inactive or inconclusive.
SMILES	Tb PFK block	FLuc modulator	Rab9 prom act	FBPA coupling cs	NPC1 promoter act	ELG1 genotox	uPA surface inh	Giardia kill	Gal4-VP16 FLuc	KCNH2 3.1 inh	RORg inh
COc1ccc(CCNC(=O)C(=O)NCC2OCCN2S(=O)(=O)c2ccc(OC)c(OC)c2)cc1 (stereo not given)	2.6%	-13.2%	5.2%	-5.2	7.3%	-3.5%	3.2%	-4.1	2.5%	-30.1	-2.4%
CCCCN(C(=O)c1ccc(N2CCCC2=O)cc1)c1c(N)n(CC(C)C)c(=O)[nH]c1=O	-1.3%	7.9%	0.7%	x	0.4%	2.8%	4.5%	-3.6	x	-1.1	x
Cc1ccc(N2CCN(S(=O)(=O)N3CCCCC3)CC2)cc1Cl	0.1%	3.5%	-2.3%	3.6	-5.0%	0.0%	3.7%	10.5	-0.7%	-4.5	u
FC(F)(F)c1cccc(N2CCN(CC3CC4C=CC3C4)CC2)c1 (stereo not given)	-7.9%	5.2%	1.2%	4.4	-1.5%	-0.9%	17.8%	-16.1	-0.1%	12.9	3.4%
Cc1ccccc1C(=O)OCn1nnc2ccccc2c1=O	4.3%	-15.1%	0.6%	3.0	-0.2%	2.2%	6.7%	-4.7	18.1%	-1.6	-4.8%
CN(c1ccc(C(=O)N2CCc3ccccc3C2)cc1)S(C)(=O)=O	3.0%	u	13.4%	-8.0	-1.5%	0.6%	-7.2%	4.2	5.4%	x	u
Cc1ccc(C(C(=O)NC2CCCCC2)N(C(=O)Cc2c[nH]c3ccccc23)c2ccccc2C)o1 (stereo not given)	-1.5%	-0.4%	3.7%	0.7	-4.2%	5.5%	-2.6%	-2.4	u	-2.5	19.7%[10 µM]
C=CCc1ccccc1OCC(=O)N/N=C/c1ccccc1OCC	2.1%	-17.7%	1.4%	-30.1*	3.2%	-2.6%	2.8%	-15.2	9.5%	-5.4	0.4%
Cc1nnsc1S(=O)c1ccccc1Cl (stereo not given)	-8.7%	1.2%	-5.0%[1.84 µM]	-1.0	-0.6%	1.5%	-4.6%	-15.9	-10.0%	1.0	5.0%
COc1ccc(Cc2nnc(SCC(=O)Nc3cc(Cl)ccc3C)[nH]c2=O)cc1	-1.4%	u	-1.1%	x	-3.0%	-11.2%	2.4%	-9.1	x	11.8	x
Oc1cc2c(cc1CN1CCN(c3cccc(C(F)(F)F)c3)CC1)CCC2	0.4%	-0.3%	-9.0%	2.1	2.1%	0.0%	1.8%	-3.7	-6.6%	-18.0	u
CC(Sc1ccccc1)C(=O)N1CCN(S(=O)(=O)c2ccccc2C(F)(F)F)CC1 (stereo not given)	-1.7%	0.8%	-2.6%	x	-2.5%	-6.6%	-0.3%	4.7	-3.3%	-19.4	31.7%
CCOC(=O)N1CCN(S(=O)(=O)c2ccc(OCC(=O)OC)c(C)c2)CC1	0.3%	-1.1%	-8.8%	-2.1	1.1%	-0.5%	x	-25.2	-9.8%	-8.9	46.7%
CN(C)/N=C/c1ccc(P(c2ccc(/C=N/N(C)C)o2)c2ccc(/C=N/N(C)C)o2)o1	8.1%	-6.7%	11.8%	-0.4	-1.4%	-2.0%	7.4%	-3.7	u	-10.4	u
C=CCNc1nc(C(=O)OCC(=O)Nc2cc(S(C)(=O)=O)ccc2Cl)cs1	u	-9.2%	-0.2%	x	-1.1%	1.7%	1.2%	9.5	x	-0.7	x
O=C(Nc1ccc2c(c1)C(=O)OC2)c1ccc(C(F)(F)F)cc1	-0.1%	4.2%	9.4%	1.0	8.6%	8.1%	0.6%	18.6	-6.6%	-10.2	-33.1%
CCC(=O)Nc1nnc(SCC(=O)NCc2ccc3c(c2)OCO3)s1	-1.8%	-0.5%	18.3%	x	0.3%	3.5%	0.9%	4.3	-13.3%	5.3	-15.6%
O=C(c1ccc(-c2ccccc2)cc1)N1CCN(c2nc3ccccc3o2)CC1	-2.1%	-9.1%	2.4%	5.5	-3.5%	3.5%	7.1%	-2.6	-8.1%	-0.6	0.0%
COc1cc(/C=N\Nc2nc3ccccc3[nH]2)cc(OC)c1OC	16.7%	10.7µM*	-6.2%	3.2	-2.5%	-2.2%	-4.8%	5.7	-10.0%	-2.1	12.2%
CN(C)c1ccc(-c2n(C)c3ccccc3[n+]2C)cc1	7.7%	u	-31.3%[inhibitor]	0.2	-26.7%	u	u	2.2	u	1.9	27.4%
Cc1nc(SCC(=O)Nc2ccnc3ccccc23)n[nH]1	0.2%	5.5%	-1.0%	1.6	-4.0%	-18.4%	8.5%	-8.2	-17.0%	-14.7	21.2%
Cc1cc(-n2cc(Br)c(=O)[nH]c2=O)nc(-c2ccccc2)n1	0.2%	-0.3%	-9.1%	6.9	-4.4%	2.3%	7.9%	-12.2	-6.3%	-10.7	13.4%
CCOc1cc2c(cc1OC)C(NC(=O)C(F)(F)F)CC2=O (stereo not given)	3.4%	2.3%	-2.9%	3.2	-1.0%	0.3%	x	-9.0	-2.2%	-10.3	1.4%
CC(=O)C1=C(O)C(=O)N(c2ccc(Br)cc2)C1c1cccc([N+](=O)[O-])c1 (stereo not given)	1.9%	0.6%	2.9%	19.6	0.1%	4.6%	-2.5%	1.1	1.5%	6.4	-11.4%
Cc1ccc(O)c(NC(=O)c2cc(-c3ccccc3)on2)c1	-9.4%	u	15.1%	2.2	u	16.4µM*	-8.5%	-0.1	-3.5%	8.3	-6.2%

# Carrying on.
SMILES	Tb PFK block	FLuc modulator	Rab9 prom act	FBPA coupling cs	NPC1 promoter act	ELG1 genotox	uPA surface inh	Giardia kill	Gal4-VP16 FLuc	KCNH2 3.1 inh	RORg inh
CCCC(=O)Nc1nnc(SCC(=O)Nc2ccc3c(c2)OCO3)s1	3.1%	-3.1%	-5.9%	6.3	5.6%	0.5%	-3.1%	-3.1	-14.5%	5.9	0.4%
O=C(Nc1ccc(O)cc1)c1cc2ccccc2c(=O)s1	-19.8%	u	u	-2.5	3.98µM*	2.7%	4.7%	-4.4	3.6%	-12.3	4.0%
CC1Cc2ccccc2N1C(=O)c1ccnc(C(C)(C)C)c1 (stereo not given)	-23.5%	3.7%	-7.5%	2.4	2.3%	-0.5%	x	12.9	x	-4.3	-4.3%[0.365 µM]
Cc1ccc2nc(-c3ccc(NC(=O)CN4CCN(C(=O)c5ccco5)CC4)cc3)sc2c1	-16.5%	4.78µM*	u	-1.1	u	u	-14.1%	-2.7	u	-41.9	u
O=C(Nc1ccc(Cl)c(Cl)c1)C1C2C=CC3(O2)C1C(=O)N(CCN1CCCCC1)C3C(=O)NC1CCCCC1 (stereo not given)	2.6%	-1.8%	0.1%	0.7	2.1%	-3.5%	-12.4%	-0.8	-3.4%	5.6	-1.5%
COC(=O)C1CCN(C(=O)COC(=O)c2cc(S(=O)(=O)N3CCOCC3)ccc2C)CC1	1.5%	x	x	x	x	-1.3%	3.1%	0.2	x	14.9	x
CC(C)c1nnc(NC(=O)C2CCCN2C(=O)Nc2ccccc2F)s1 (stereo not given)	-1.7%	4.5%	-6.3%	2.3	-6.2%	0.0%	0.9%	4.7	5.0%	15.0	-3.7%
CCOc1cc(NC(=O)c2cccs2)c(OCC)cc1NC(=O)c1ccco1	3.1%	1.6%	-5.3%	-0.1	-4.7%	-1.4%	-0.4%	13.3	-2.6%	-6.1	10.2%
O=C1c2ccccc2S(=O)(=O)N1Cc1nnc(-c2ccccc2Br)o1	4.1%	21.3µM*	1.4%	-0.9	7.8%	2.8%	-6.7%	21.0	13.7%	-4.2	u
c1ccc2c(c1)CCCn1nnnc1-2	5.8%	0.1%	-0.1%	-1.3	1.1%	2.1%	0.2%	4.5	3.9%	-2.2	12.5%
O=C(COC(=O)/C=C/c1ccccc1)NCCc1ccc(F)cc1	2.6%	x	x	x	x	-1.5%	0.7%	13.0	x	34.4	x
Cc1oc2ccc(O)c(CN3CCOCC3)c2c1C(C)O (stereo not given)	-1.3%	3.0%	-6.9%	1.8	-6.9%	-0.4%	-2.5%	2.7	-2.4%	-0.2	4.9%
Brc1c(-c2ccc3c(c2)OCO3)nc2ncccn12	5.3%	23.9µM*	u	-0.4	16.2%	u	-8.8%	11.0	0.0%	-21.1	-3.3%
CCCCn1c(=N)n(CC(O)c2ccccc2)c2ccccc21 (stereo not given)	2.6%	-0.2%	-8.3%	0.7	-5.9%	-12.7%	-5.4%	-24.2	-6.5%	-8.8	15.6%
CC1=C(C(=O)Nc2ccc(C)cc2C)C(c2ccc([N+](=O)[O-])cc2)n2ncnc2N1 (stereo not given)	-0.4%	-0.8%	1.8%	1.7	-2.2%	1.1%	3.5%	7.6	-14.1%	-9.5	21.6%
Cc1c(C(=O)Nc2ccccn2)oc2ccc(Br)cc12	-3.5%	2.13µM*	3.55µM*	x	u	9.2µM*	-5.9%	-17.1	x	-4.7	x
CN1CCN(C(CC(=O)Nc2cccc(O)c2)C(=O)O)CC1 (stereo not given)	3.4%	0.7%	-0.4%	0.9	-3.6%	2.6%	x	x	-13.2%	x	-9.8%

# Assay outcomes from PubChem BioAssay.

# Rows are unselected, and some 14% of all compounds hit somewhere here.
